Assay outcomes as filed in PubChem BioAssay.
ROMK primary = modulates human ROMK potassium channel activity | P48048 | Tet-inducible ROMK, thallium flux fluorescence; actives lie on both sides | B-score at 10 µM | 130,000 tested, 2% active | AID 1918;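 active means signal ratio slope over the read window, or its plate-corrected B-score, at least 3 SD from the plate mean, either direction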;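 further: B-score of the F/F0 ratio slope over 7 to 12 s after thallium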
PPARg SRC3 recr = agonists of human PPARgamma SRC-3 coactivator recruitment; activation, % at 8 µM; 200,000 tested, 0.26% active; P37231; biochemical PPARgamma/SRC-3 coactivator recruitment assay; in the data active means activation above about 23%;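 further: 0% = DMSO and 100% = reference agonist; some compounds past the cut are filed as inactive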
SRC2 TRFRET art = counter-screen for PPARgamma SRC-2 recruitment agonists: TR-FRET artefact; TR-FRET ratio at 8 µM; stronger effect = higher value; AID 1049; 200,000 tested, 0.4% active; in the data active means TR-FRET ratio above about 2000; further: inactives centre near 1500; reference of the scale not given here
L major viab = inhibitors of Leishmania major promastigote growth; Leishmania major promastigotes, resazurin fluorescence viability; inhibition, % at 10 µM; 200,000 tested, 9% active; in the data active means inhibition above about 50%;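 further: promastigotes grown with compound for 44 hours at 28 °C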
TLR4-MyD88 BLA = TLR4-MyD88 interaction inhibition in cells. O00206+Q99836. HeLa CL3-4 TLR4/MyD88 BLA complementation, FRET ratio. inhibition, % at 8.4 µM. 200,000 tested, 0.18% active; in the data active means inhibition above about 25%;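 further: 0% = vehicle and 100% = reference inhibitor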
Target sequence (O00206 whole entry, looked up): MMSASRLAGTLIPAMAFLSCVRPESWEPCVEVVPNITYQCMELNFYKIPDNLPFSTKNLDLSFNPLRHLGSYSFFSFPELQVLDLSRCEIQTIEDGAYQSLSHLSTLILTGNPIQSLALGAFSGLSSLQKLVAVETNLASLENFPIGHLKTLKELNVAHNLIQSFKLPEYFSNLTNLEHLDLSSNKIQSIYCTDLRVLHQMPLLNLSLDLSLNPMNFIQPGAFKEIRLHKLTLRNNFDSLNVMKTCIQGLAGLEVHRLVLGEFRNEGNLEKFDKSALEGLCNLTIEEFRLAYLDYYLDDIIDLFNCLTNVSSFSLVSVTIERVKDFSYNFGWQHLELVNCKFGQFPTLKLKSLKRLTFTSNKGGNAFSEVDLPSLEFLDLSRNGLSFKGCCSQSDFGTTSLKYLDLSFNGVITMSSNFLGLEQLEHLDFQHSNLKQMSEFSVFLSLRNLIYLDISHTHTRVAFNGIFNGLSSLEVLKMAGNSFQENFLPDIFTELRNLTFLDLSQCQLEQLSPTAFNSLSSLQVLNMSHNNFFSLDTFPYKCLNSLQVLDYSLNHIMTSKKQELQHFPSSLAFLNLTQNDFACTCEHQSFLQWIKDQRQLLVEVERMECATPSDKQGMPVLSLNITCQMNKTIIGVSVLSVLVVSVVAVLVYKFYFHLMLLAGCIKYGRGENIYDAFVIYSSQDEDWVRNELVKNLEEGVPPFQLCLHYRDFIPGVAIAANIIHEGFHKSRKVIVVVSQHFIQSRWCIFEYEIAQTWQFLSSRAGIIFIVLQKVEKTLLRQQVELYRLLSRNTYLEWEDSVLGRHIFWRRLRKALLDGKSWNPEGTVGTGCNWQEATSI
Target sequence (Q99836 whole entry, looked up): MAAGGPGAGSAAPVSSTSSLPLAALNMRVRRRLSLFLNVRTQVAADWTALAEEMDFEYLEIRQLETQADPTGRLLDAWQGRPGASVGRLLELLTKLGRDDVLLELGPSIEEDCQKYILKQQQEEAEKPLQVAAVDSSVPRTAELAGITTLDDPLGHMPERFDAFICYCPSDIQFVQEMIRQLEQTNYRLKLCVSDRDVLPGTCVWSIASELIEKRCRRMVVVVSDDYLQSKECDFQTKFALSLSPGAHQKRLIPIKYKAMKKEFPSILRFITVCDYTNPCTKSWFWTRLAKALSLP
bIAP inhibitor = intestinal alkaline phosphatase (bovine) inhibition | inhibition, % at 20 µM | AID 1019 | 190,000 tested, under 10 active | purified bovine IAP, CDP-star luminescence, 30 min;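 active means over 50% inhibition of intestinal alkaline phosphatase at 20 µM in the single-dose screen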
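Assay system: bovine IAP enzyme; medium: DEA buffer 100 mM, pH 9.8, with MgCl2 1.0 mM, ZnCl2 0.02 mM; doses: 20 µM single dose; incubation: enzyme reaction for 30 min at room temperature; detection: CDP-star luminescence signal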
DTT redox prof = compounds producing H2O2 with reducing agent – biochemical, NIH compound library profiling, artefact control for MLSCN library redox annotation, primary screen | activation, % at 10 µM | DTT-dependent redox cycling H2O2, phenol red/HRP absorbance; 100% = 100 µM peroxide control, 0% = buffer | AID 878 | 200,000 tested, 0.03% active;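 active means activation of at least 50% relative to the plate's high and low controls in the primary single-dose screen; inactive means activation below 50%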;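 further: compound incubated with DTT at 0.8 mM final as the reducing agent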
PPARg SRC2 recr = promotes SRC-2 coactivator recruitment by human PPARgamma; PPARgamma LBD-SRC-2 recruitment, biochemical; activation, % at 8 µM; 200,000 tested, 0.34% active; AID 1032; in the data active means activation above about 22%;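 further: 0% = vehicle and 100% = reference agonist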
PPARg SRC1 recr = agonists of human PPARgamma SRC-1 coactivator recruitment; P37231; PPARgamma-SRC-1 coactivator recruitment biochemical assay; activation, % at 8 µM; 200,000 tested, 0.41% active; AID 631; in the data active means activation above about 19%;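 further: 0% = DMSO and 100% = reference agonist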
bIAP act = intestinal alkaline phosphatase (bovine) activation; activation factor at 20 µM; 200,000 tested, 0.17% active; purified bovine IAP, CDP-star luminescence, 30 min; stronger effect = higher value; fold of DMSO-control signal, blank-subtracted;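 active means activation factor of 2 or more at 20 µM, a signal rise over negative controls twice the positive control's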
S1P3 antag = blocks the human S1P3 receptor | CHO S1P3 NFAT-BLA reporter, FRET fluorescence, antagonist mode | inhibition, % at 4.98 µM | 170,000 tested, 0.27% active | AID 485;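 active means inhibition above the plate cutoff, the mean inhibition of test wells on that plate plus 3 SD, cut at about 28% in these data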;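 further: cells challenged with S1P at its EC80 of 0.8 µM; blue over green emission ratio from cleaved BLA substrate after 4 h stimulation; 0% = S1P-stimulated wells and 100% = unstimulated DMSO-only wells; some compounds past the cut are filed as inactive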
* = called active by the depositor; · = no result given; & = joins results of further samples.

SMILES	ROMK primary	PPARg SRC3 recr	SRC2 TRFRET art	L major viab	TLR4-MyD88 BLA	bIAP inhibitor	DTT redox prof	PPARg SRC2 recr	PPARg SRC1 recr	bIAP act	S1P3 antag
Cc1ccc(C(=O)Nc2cnc3ccccc3c2)cc1	·	8	1613	-1	-10	1	0.3	1	9	1	·
COc1ccccc1-c1nc(SC)n[nH]1	0.36	6	1702	-6	-3	-3	-0.6	1	-1	1	-14
CCS(=O)(=O)c1ccc(O)c(NC(=O)COc2ccc(OC)cc2)c1	0.29	2	1734	-8	2	0	-0.2	-2	1	1	-16
N#CC(C#N)=Cc1ccc(OCC(=O)N2CCOCC2)cc1	·	9	1712	-1	0	3	-0.6	5	6	1	-1
COC(=O)C1=C(C)NC(=O)/C1=C\c1cc(C)n(-c2cccc(C)c2)c1C	-1.2	8	1519	13	5	36	0.0	3	1	0.6	·
CCOC(=O)CN1C(=O)C(O)=C(C(C)=O)C1c1ccc([N+](=O)[O-])cc1 (stereo not drawn)	·	11	1449	-3	-3	6	1.1	2	-2	0.9	·
COc1ccc(CN2CCN(C(C)C)C(CCO)C2)cc1Cn1cccn1 (stereo not drawn)	-0.047	-4	1630	3	-2	7	-0.5	1	-2	0.9	-7
Cc1cccc(NC(=O)C2c3ccccc3C(=O)N3CCc4ccccc4C23)n1 (stereo not drawn)	·	11	1610	-2	-6	8	0.9	5	7	0.9	19
Cc1cc(=O)c2ccccc2s1	·	-9	1527	1	-2	1	4.0	-18	-12	1	·
Clc1ncccc1-c1nc2ccccc2n1Cc1ccccc1	-0.019	-4	1315	94*	9	-1	-3.5	-10	-7	1	·
COc1ccccc1N1CCN(C(=O)CN2C(=O)c3ccccc3C2=O)CC1	1.4	-4	1625	-8	9	-26	0.0	4	-3	1.3	-7
O=C(O)C1CCCN1c1ncccc1[N+](=O)[O-] (stereo not drawn)	-0.52	7	1607	-3	-2	9	-2.0	3	16	0.9	-1
O=C(CCc1nnc(-c2ccsc2)o1)NCc1ccccc1OC(F)(F)F	-0.027	6	1716	-3	-21	10	0.3	1	7	0.9	-2
CN(C)S(=O)(=O)c1ccc(NC(=O)Cn2ccsc2=N)cc1	-0.86	0	1629	-4	-1	-12	-2.4	12	-1	1.1	19
Cc1cc(NC2CCCCC2)nc(NCc2ccccc2)n1	-2.9	1	1798	97*	-5	-1	0.3	8	3	1	6
CCOC(=O)CN(C(=O)CSc1nnc(CNc2ccc(C)cc2C)n1CC)c1ccccc1	·	-2	1454	11	7	-3	1.7	-2	-1	1	2
CCOc1nc(NC(=O)NS(=O)(=O)c2cccc(Cl)c2)nc(-c2ccccc2)n1	-0.65	4	1602	19	-10	-22	-0.1	-5	4	1.2	4
COc1ccc(NS(=O)(=O)c2ccc3nc(COc4cccc5ccccc45)[nH]c3c2)cc1	0.16	1	1627	95*	7	-46	0.3	1	-3	1.5	6
O=C1NCC(O)=C1C=NC12CC3CC(CC(C3)C1)C2	1	5&5	1642&1538	-9&-4	-1&4	5&5	-2.2&0.0	9&5	1&-2	1&0.9	26
O=C(CCN1C(=O)c2cccc3cccc(c23)C1=O)Nc1ccon1	·	6	1643	-6	11	-1	-0.6	1	-6	1	-16
CCc1ccc(/C=C2/C(=O)N(C)C(=S)N2CC(=O)OC)s1	-0.28	-3	1487	17	5	10	-0.3	-6	-1	0.9	-6
Cn1c(=O)c2c(nc(Oc3ccccc3)n2C)n(C)c1=O	·	-5	1675	-4	9	1	-0.1	2	2	1	3
O=[N+]([O-])c1cccnc1N1CCC(c2cc(-c3ccc(Cl)cc3)n[nH]2)CC1	0.11	9	1467	17	7	14	0.1	12	1	0.9	·
COc1ccc(CNC(=O)C(=O)NCCCn2ccnc2)cc1	-0.049	-2	1571	-2	-1	-15	-0.5	8	4	1.1	8
Cc1cc(C)nc(SCCN2CCOCC2)n1	0.19	-3	1522	2	-9	1	0.3	1	1	1	·
Nn1c(Cc2ccccc2F)nnc1SCn1nnc2ccccc2c1=O	·	-5	1332	1	6	2	-1.2	-3	0	1	·
Cc1ccc(OCc2nnc(SCC(=O)Nc3cc(C)on3)n2C)cc1	·	-12	1537	-8	-6	6	3.0	4	-2	0.9	-15
CCOC(=O)N1CCC(N2CCN(S(=O)(=O)c3ccc(Cl)cc3)CC2)CC1	0.038	-10	1498	95*	1	-5	0.2	4	-3	1.1	·
CCc1nnc(NC(=O)C2CCCN2S(=O)(=O)c2ccc(C)cc2)s1 (stereo not drawn)	-0.25	-2	1621	5	6	-3	-4.9	0	2	1	-16
CC1CC1C(=O)OCC(=O)c1c(N)n(C)c(=O)n(C)c1=O (stereo not drawn)	-0.0072	-2	1539	-5	19	6	-0.5	0	-4	0.9	-8
C/C(=N/NC(=O)OC(C)(C)C)c1ccco1	0.84	-2	1607	-5	3	9	-0.2	0	1	0.9	6
COc1cc(CCC(=O)Nc2cccc(S(=O)(=O)N(C)C)c2)cc(OC)c1OC	·	-2	1501	40	8	9	0.0	1	2	0.9	-7
O=C(CSc1ncc(-c2ccc(F)cc2)[nH]1)NCc1ccco1	-0.97	1	1594	-1	2	8	-0.1	-1	7	0.9	7
COc1ccc(NC(=O)N2CCN(S(C)(=O)=O)CC2)c(OC)c1	-0.27	-1	1616	-4	6	12	-4.2	5	10	0.9	-9
Cc1ccc(OCC(=O)N/N=C\c2ccncc2)c(C)c1	0.031	9	1568	2	-4	2	-0.9	5	-2	1	-12
Cc1nnc(NC(=O)c2cc3n(n2)C(C(F)(F)F)CC(C2CC2)N3)s1 (stereo not drawn)	0.26	-5	1551	16	1	15	1.4	2	2	0.8	-30
COc1ccc(/C=N/NC(=O)CCn2cnc(-c3ccccc3)c2-c2ccccc2)cc1	·	6	1605	12	3	6	-0.6	5	4	0.9	9
Cc1c(NS(=O)(=O)c2ccc3c(c2)c(=O)n(C)c(=O)n3C)c(=O)n(-c2ccccc2)n1C	-0.13	-9	1447	4	-16	9	1.2	3	0	0.9	·
Cc1cc(NC(=O)CSc2nnc(C(C)N(C)C)n2Cc2ccccc2)no1 (stereo not drawn)	-1.2	2	1537	-5	-6	-1	0.1	-2	8	1	-20
COc1cccc(N/C(SCc2ccccc2F)=C(/C#N)C(=O)NCc2cccs2)c1	0.15	4	1631	8	-15	28	-0.2	5	7	0.7	16
CC1CCCN(C(=O)c2ccc3c(c2)C(=O)N(CCC2=CCCCC2)C3=O)C1 (stereo not drawn)	1.1	2	1784	-4	5	26	-0.6	15	8	0.7	-51
COc1cccc(S(=O)(=O)Nc2ccc(C(=O)N3CCOCC3)cc2)c1	·	5	1523	-11	3	4	2.3	3	-3	1	16
COc1ccc(C2=CSC3=C(C(=O)c4cccc(S(=O)(=O)N(C)C)c4)CCN23)cc1	-0.25	1	1415	8	10	-9	-0.1	1	1	1.1	·
O=C(Nc1ccncc1)Nc1ccccn1	·	2	1516	23	-13	15	-0.3	5	3	0.8	·
COc1ccc(CNC(=O)CN2CCN(C(c3ccccc3)c3ccccc3)CC2)cc1	-1.8	1	1663	8	-14	-34	0.0	7	4	1.3	5

3 entries from above in another layout:
The line under a structure holds: ROMK primary	PPARg SRC3 recr	SRC2 TRFRET art	L major viab	TLR4-MyD88 BLA	bIAP inhibitor	DTT redox prof	PPARg SRC2 recr	PPARg SRC1 recr	bIAP act	S1P3 antag
O=C(CSc1ncc(-c2ccc(F)cc2)[nH]1)NCc1ccco1
→ -0.97	1	1594	-1	2	8	-0.1	-1	7	0.9	7
COc1ccc(NC(=O)N2CCN(S(C)(=O)=O)CC2)c(OC)c1
→ -0.27	-1	1616	-4	6	12	-4.2	5	10	0.9	-9
Cc1ccc(OCC(=O)N/N=C\c2ccncc2)c(C)c1
→ 0.031	9	1568	2	-4	2	-0.9	5	-2	1	-12

Next section
SMILES	ROMK primary	PPARg SRC3 recr	SRC2 TRFRET art	L major viab	TLR4-MyD88 BLA	bIAP inhibitor	DTT redox prof	PPARg SRC2 recr	PPARg SRC1 recr	bIAP act	S1P3 antag
O=C(COc1ccccc1F)N/N=C1\CCCc2ccccc21	·	2	1522	5	7	37	0.4	-6	-2	0.6	-12
O=C1c2cccc3cccc(c23)C(=O)N1CCc1ccccc1	-0.27	1	1556	3	1	18	0.3	1	-1	0.8	7
Cc1cc(C)n2nc(C(=O)N3CCCC(CNS(=O)(=O)c4cccs4)C3)cc2n1 (stereo not drawn)	-0.97	3	1394	-2	-6	-1	-0.2	1	5	1	-5
C=CCOc1ccc(NC(=O)C2CC(=O)N(C(C)C)C2)cc1 (stereo not drawn)	-0.41	-3	1507	-1	-16	7	0.4	5	0	0.9	22
CCCC(C)C(=O)Nc1nc(C)c(-c2csc(Nc3cc(OC)ccc3OC)n2)s1 (stereo not drawn)	·	6	1631	84*	-8	4	-2.8	6	2	1	·
CC1=C(C(=O)Nc2ccc(F)cc2)C(c2ccncc2)C2=C(CCCC2=O)N1 (stereo not drawn)	·	-2	1550	1	3	-13	2.5	5	-1	1.1	18
C=CCn1c(SCC(=O)NCC2CCCO2)nnc1-c1ccccc1 (stereo not drawn)	-0.22	3	1658	-5	-15	-7	-0.4	0	0	1.1	0
Nc1ncn(-c2ncc(C(F)(F)F)cc2Cl)n1	0.97	-1	1648	0	1	5	-1.4	10	10	0.9	-8
COC(=O)c1ccc2c(c1)NC(=O)C(N1CCOCC1)S2 (stereo not drawn)	-0.47	9	1524	-6	-9	-3	2.1	12	10	1	·
O=C(CSc1nnc(-c2ccco2)o1)N1c2ccccc2CCc2ccccc21	-2.3	6	1744	29	18	5	1.7	12	1	1	-21
O=C(COC(=O)/C=C/c1ccccc1)NCCC1=CCCCC1	·	-1	1423	-3	-8	-48	0.1	-9	-9	1.5	-13
Cc1ccc(C(=O)N2CCN(c3cnn(C)c(=O)c3Cl)CC2)cc1	-0.58	2	1585	5	13	5	-2.5	9	0	0.9	-15
CCC1S/C(=C(\C#N)C(N)=O)N(c2ccc(F)cc2)C1=O (stereo not drawn)	·	-3	1528	7	-5	7	2.5	4	-1	0.9	-25
Fc1ccc(N2N=C(c3cccs3)CC2c2ccco2)c(F)c1 (stereo not drawn)	·	-6	1487	3	2	5	4.1	-6	-2	1	·
CCOc1ccc(NC(=O)CCN2CCN(S(=O)(=O)c3ccc(OC)cc3)CC2)cc1	-0.49	5	1497	-6	-12	-3	0.1	-3	-3	1	·
O=C1CN=C(Nc2ccccc2Cl)N1c1ccccc1	·	4	1788	-3	-9	-1	-1.9	-2	8	1	·
CCC(=O)N(Cc1ccc(C)cc1)Cc1cc2cc3c(cc2[nH]c1=O)OCO3	-0.58	9	1686	-3	6	14	0.3	20	6	0.9	·
CC(C)(C)CC(C)(C)NCC(O)COCCOc1ccc(Br)cc1 (stereo not drawn)	-3.1*	1	1466	97*	7	3	0.0	0	4	1	-9
O=C(CSc1ccc(Cl)cc1)NCc1ccco1	-0.39	5	1604	-8	-6	-17	-0.5	2	1	1.2	-2
